# Screening results as filed in PubChem.
# HSP90 refold inh – HSP90 refolding inhibition in rabbit reticulocyte lysate; luciferase refolding luminescence, 3 h; hit rate 0.91% among 290,000; inhibition, % at 5.6 µM;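 active = inhibition above the screen-wide mean plus 3 SD, computed separately per campaign, cut at about 16% in these data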;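 also: 0% = DMSO wells and 100% = 60 µM geldanamycin wells; inhibitors lower the luminescence because luciferase stays unfolded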
# HIF act – HIF pathway transcriptional activation; U2OS HRE-luciferase reporter, luminescence; normalized: DMSO 0%, desferrioxamine 100%; activation, % at 7.5 µM (by protocol); hit rate 0.32% among 300,000;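 active = mean activation of at least 10% of the iron chelator positive control signal, with at least half of replicates also reaching 10%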
# IEC-6 cytotox – IEC-6 cytotoxicity, counter-screen for KLF5 inhibitors; inhibition, % at 5 µM; luminescence viability; hit rate 0.78% among 290,000; AID 1825; in the data active = inhibition above about 22%;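 also: 0% = plate median of test compound wells and 100% = cytotoxic reference compound wells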
# Platelet DG rel – platelet dense granule release activity. human platelet-rich plasma, SFLLRN dense granule ATP release, luminescence. inhibition, %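 (compounds screened at 7.5 µM in platelet-rich plasma)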. hit rate 0.22% among 300,000;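 active = mean replicate score, as percent of positive control, at or above 50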
# AI-2 QS mod – Vibrio harveyi AI-2 quorum sensing modulation; Vibrio harveyi JMH597 AI-2 luminescence/OD600 ratio, 9 h; hits give low values; strain lacks LuxN and CqsS sensors; 0 = neutral-control median; activity change, % at 7.5 µM; hit rate 0.4% among 300,000; in the data active = activity change below about -75%, passing the limit was not always enough;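 also: luminescence divided by OD600 gain over 9 h not by final OD600 alone; inactives centre near 13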
# aSyn 5UTR inh – MLPCN primary screen, SNCA 5' untranslated region; hit rate 0.82% among 300,000; AID 1813; alpha-synuclein 5'UTR reporter, inhibitor activity; inhibition, % (tested at 7.5 µM); in the data active = inhibition above about 60%;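 also: H4 neuroglioblastoma cells stably carrying SNCA 5'UTR luciferase fusion; 0% = DMSO wells and 100% = positive control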
# HSF-1 act – increases HSF-1 driven luciferase reporter signal | NIH3T3-HGL HSF-1 luciferase reporter, MG132, 8 h; 100% = twice DMSO control signal | activation, % at 9 µM | hit rate 1.7% among 300,000;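 active = mean replicate activation of at least 50% with a set share of replicates each reaching 50%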;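 also: 0% = median of the neutral control wells and 100% = twice that signal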
# KLF5 inhibitor – kruppel-like factor 5 inhibition | DLD-1 KLF5 promoter-luciferase reporter, luminescence | inhibition, % at 5 µM | hit rate 0.23% among 290,000 | AID 1700;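 active = inhibition above a per-plate limit of that plate's mean compound inhibition plus 3 SD, cut at about 60% in these data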;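 also: 0% = DMSO wells and 100% = LY294002 at 200 µM; higher means less KLF5 promoter-driven luciferase light; inactives centre near -14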
# HSF1 inhib – HSF1 inhibition. activity change, negative = inhibition, % at 7.5 µM (by protocol). hit rate 0.77% among 300,000. NIH3T3-HGL HSE-luciferase, MG132-induced, luminescence 8 h; hits give low values. AID 2098;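 active = more than half of replicate wells show activity change below -50%, luminescence cut by over half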;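 also: luciferase reports HSF-1 transcriptional activity via heat shock element; 0% = median of DMSO wells and -100% = zero luminescence signal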
# SKKanGAS inh – SKKanGAS growth inhibition; S. pyogenes SKKanGAS, kanamycin growth, BacTiter-Glo, 6 h; inhibition, % at 7.5 µM; hit rate 1.3% among 300,000;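 active = mean replicate score, as percent of positive control median, at least 50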;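 also: strain carries kanamycin resistance gene driven by streptokinase promoter and grows in 40 µg/ml kanamycin; loss of luminescence reflects streptokinase promoter inhibition or plain growth inhibition; 0% = median of DMSO wells and 100% = positive control at its reference dose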
# Starred values were filed as active, the others as inactive; · = not tested or not shown. Rows are unselected; 6% or so of the library scored in one or more.
SMILES,HSP90 refold inh,HIF act,IEC-6 cytotox,Platelet DG rel,AI-2 QS mod,aSyn 5UTR inh,HSF-1 act,KLF5 inhibitor,HSF1 inhib,SKKanGAS inh
Nc1cc(=O)[nH]c(SCCSc2cc(Cl)ccc2Cl)n1,-3,1.7,-2,18,8,50,3,-12,1,11
O=C(CSc1ccc2ccccc2n1)Nc1ccc(N2CCOCC2)cc1,-1,0.1,-7,1,19,-4,21,-61,1,-4
Cc1oc2c(CN(C)C)c(O)ccc2c(=O)c1-c1ccc2ccccc2n1,1,·,0,-6,21,-41,23,-8,-1,6
CC(=NC(C)C)C1=C(O)CCC1=O,-1,-0.2,-1,-21,6,-1,-12,-9,-3,-4
Cc1nn(Cc2ccc(Cl)cc2)c(C)c1NC(=O)CSc1n[nH]c(C)c1[N+](=O)[O-],-2,-0.6,6,28,19,33,4,-31,1,-1
CCNc1ccc(Br)cc(C(=O)/C=C/c2ccc(Cl)cc2Cl)c1=O,2,-0.2,-7,-2,35,-31,40,-9,33,-1
CC(C)NC(=O)c1ccc2c(c1)S(=O)(=O)c1ccccc1C2=O,10,-0.5,-3,13,4,5,-1,-25,-1,-4
CC(=O)c1c(C)nc(-c2ccccc2)n1O,-4,0.4,-10,4,5,9,-9,7,0,0
Cc1nn(Cc2ccc(C(=O)Nc3nc4c(C)cccc4s3)o2)c(C)c1Br,-1,0.1,1,-1,10,-10,-4,13,-1,58*
O=C(C(=O)N1CCN(Cc2ccc3c(c2)OCO3)CC1)c1c[nH]c2ccccc12,9,-0.4,-6,-6,4,21,6,-50,5,-5
CCN(CC)S(=O)(=O)c1cc([N+](=O)[O-])ccc1NNC(=O)Nc1ccccc1,0,-1.0,5,6,23,17,10,2,0,-4
CCc1cccc(NC(=O)CC2Oc3ccccc3NC2=O)c1 (centres undefined),3,0.6,2,1,15,13,-4,23,2,-2
O=C(CSc1nc2c(c(=O)[nH]1)CCCC2)Nc1ccc(Cl)cc1F,-5,0.5,5,-14,-15,-22,48,-10,19,0
COc1ccc(N2CCN(C(=O)c3ccccc3NC(=O)c3ccccc3)CC2)cc1,0,0.7,1,-9,5,2,17,-19,4,-1
O=C(Oc1coc(CSc2ncccn2)cc1=O)c1ccco1,1,·,3,-2,24,9,·,-18,·,11
COc1ccc(/C=N/NC(=S)N[C@H]2CC3CCC2C3)cc1 (some centres undefined),-1,0.2,2,9,9,-21,40,-41,17,39
O=C(NCc1ccccc1)C12CN(Cc3ccccc3)CC1C(c1ccc([N+](=O)[O-])cc1)=NO2 (centres undefined),1,-0.8,-7,7,7,7,-52,-21,-38,19
O=C(NCC1CCCO1)C(c1ccc(F)cc1)N(Cc1ccc2c(c1)OCO2)C(=O)c1ccc(CN2CCOCC2)o1 (centres undefined),-3,-0.2,1,6,-4,10,3,-1,-4,-2
O=C(CC1Oc2ccccc2NC1=O)NCc1ccc(Cl)cc1 (centres undefined),-1,·,-4,5,12,-1,-7,-18,-2,2
COc1ccc(NS(=O)(=O)c2ccc(S(=O)(=O)N3CCCC3)cc2)cc1Cl,3,-0.6,2,2,17,0,5,-31,-2,-9
O=c1c2ccccc2nc(N/N=C/c2ccccc2)n1O,-1,0.1,-3,-7,20,-57,18,-20,9,-8
CCOc1ccc(CC(=O)Nc2c(C(N)=O)oc3ccc(Br)cc23)cc1OCC,1,0.0,0,8,6,22,-10,8,8,10
O=C(c1cc2cc(Cl)ccc2[nH]1)N1CCN(C(=O)c2ccco2)CC1,-2,0.4,-2,7,-94*,17,4,-10,-2,20
O=C(CSc1ccc(-c2ccc(F)cc2)nn1)NC1CCCCC1,-3,-0.1,1,-1,19,19,1,-43,-2,-8
COc1ccc(OC)c(C2CC(=O)N3CN(c4ccccc4F)CSC3=C2C#N)c1 (centres undefined),2,-0.2,6,-2,17,-11,-10,-14,2,6
COCN(C#N)c1nc(N(C)C)nc(N(C)C)n1,-1,-0.7,0,5,-8,14,22,-10,6,11
Cc1sc(NC(=O)C2C3C=CC(C3)C2C(=O)O)c(C(N)=O)c1-c1ccc(C(C)C)cc1 (centres undefined),2,0.2,-7,7,-4,22,16,5,3,53*
COc1ccc(S(=O)(=O)N(CC(=O)NCCCN(C)C)c2ccc(C)cc2)cc1OC,1,-1.2,6,-4,18,2,-7,-18,6,-7
CC(C)c1ccc(N(C(=O)c2snc(C(N)=O)c2N)C(C(=O)NC2CCCC2)c2ccncc2)cc1 (centres undefined),6,44*,-3,7,14,-3,16,9,12,7
CCCCC1=CC2=C(c3ccco3)C(=O)C(C)(OC(=O)c3ccc(OC)cc3)C(=O)C2=CN1CCN1CCOCC1 (centres undefined),·,-0.6,·,0,18,15,21,·,-5,-5
CCOC(=O)C1(Cc2cccc(OC)c2)CCN(Cc2ccon2)CC1,3,0.9,4,1,15,6,-42,4,-16,-10
CCOc1cc(C(=O)Nc2ncccn2)cc(OCC)c1OCC,0,-1.2,4,-4,25,-2,-8,-6,-4,-4
C/C(N)=C(/C#N)C(=O)COC(=O)CNC(=O)c1ccc(Cl)cc1Cl,4,0.3,-3,14,13,-47,3,4,15,-3
C=C(C)c1cccc(C(C)(C)NC(=O)Nc2ccccc2OCC)c1,-4,-0.2,-1,4,25,4,41,-14,30,2
COc1cccc(N2CCN(C(=O)CN3C(=O)NC4(CCCC4)C3=O)CC2)c1,1,-0.1,7,3,15,-1,14,17,-1,-9
Cc1c(Cc2ccccc2)c(=O)oc2c(C)c(OC(C)C(=O)N[C@@H](Cc3ccccc3)C(=O)O)ccc12 (some centres undefined),-5,0.0,-10,0,29,16,1,-16,3,30

# Quoted from the entries so far for reference:
SMILES,HSP90 refold inh,HIF act,IEC-6 cytotox,Platelet DG rel,AI-2 QS mod,aSyn 5UTR inh,HSF-1 act,KLF5 inhibitor,HSF1 inhib,SKKanGAS inh
O=C(NCC1CCCO1)C(c1ccc(F)cc1)N(Cc1ccc2c(c1)OCO2)C(=O)c1ccc(CN2CCOCC2)o1 (centres undefined),-3,-0.2,1,6,-4,10,3,-1,-4,-2
O=C(CC1Oc2ccccc2NC1=O)NCc1ccc(Cl)cc1 (centres undefined),-1,·,-4,5,12,-1,-7,-18,-2,2
COc1ccc(NS(=O)(=O)c2ccc(S(=O)(=O)N3CCCC3)cc2)cc1Cl,3,-0.6,2,2,17,0,5,-31,-2,-9
O=c1c2ccccc2nc(N/N=C/c2ccccc2)n1O,-1,0.1,-3,-7,20,-57,18,-20,9,-8
CCOc1ccc(CC(=O)Nc2c(C(N)=O)oc3ccc(Br)cc23)cc1OCC,1,0.0,0,8,6,22,-10,8,8,10
O=C(c1cc2cc(Cl)ccc2[nH]1)N1CCN(C(=O)c2ccco2)CC1,-2,0.4,-2,7,-94*,17,4,-10,-2,20
O=C(CSc1ccc(-c2ccc(F)cc2)nn1)NC1CCCCC1,-3,-0.1,1,-1,19,19,1,-43,-2,-8
COc1ccc(OC)c(C2CC(=O)N3CN(c4ccccc4F)CSC3=C2C#N)c1 (centres undefined),2,-0.2,6,-2,17,-11,-10,-14,2,6
COCN(C#N)c1nc(N(C)C)nc(N(C)C)n1,-1,-0.7,0,5,-8,14,22,-10,6,11
Cc1sc(NC(=O)C2C3C=CC(C3)C2C(=O)O)c(C(N)=O)c1-c1ccc(C(C)C)cc1 (centres undefined),2,0.2,-7,7,-4,22,16,5,3,53*
COc1ccc(S(=O)(=O)N(CC(=O)NCCCN(C)C)c2ccc(C)cc2)cc1OC,1,-1.2,6,-4,18,2,-7,-18,6,-7
CC(C)c1ccc(N(C(=O)c2snc(C(N)=O)c2N)C(C(=O)NC2CCCC2)c2ccncc2)cc1 (centres undefined),6,44*,-3,7,14,-3,16,9,12,7
CCCCC1=CC2=C(c3ccco3)C(=O)C(C)(OC(=O)c3ccc(OC)cc3)C(=O)C2=CN1CCN1CCOCC1 (centres undefined),·,-0.6,·,0,18,15,21,·,-5,-5

# Remaining list, next part:
SMILES,HSP90 refold inh,HIF act,IEC-6 cytotox,Platelet DG rel,AI-2 QS mod,aSyn 5UTR inh,HSF-1 act,KLF5 inhibitor,HSF1 inhib,SKKanGAS inh
O=C(/C=C/c1ccc(Cl)cc1Cl)NC(=S)Nc1ccccn1,0,4.3,1,-6,15,-224,5,-104,10,24
O=C(NC(=S)NC1CCSC1=O)c1ccccc1Cl (centres undefined),-2,-0.8,1,2,14,-16,-41,-36,-27,0
O=C(NCc1cccnc1)c1ccc(Cl)c(S(=O)(=O)Nc2ccccc2C(=O)NCc2cccnc2)c1,1,-0.6,1,-2,24,-4,16,1,3,2
Cc1ccc(S(=O)(=O)N(CC(=O)NC2CCCCCC2)c2ccccc2F)cc1,3,-0.4,1,-9,9,16,2,-24,-7,3
Cc1ccc(Oc2ccc(S(=O)(=O)NCC(C)(C)N3CCOCC3)cc2)cc1,5,0.0,3,2,38,7,6,-21,-1,4
Cc1cc(Nc2ccc(C)c(Br)c2)n2nc(C)nc2n1,-4,0.1,-4,-6,30,19,12,1,-1,-2
CCN(CC)CCNC(=O)c1ccc(NS(=O)(=O)c2ccc3c(c2)OCCO3)cc1,-1,0.3,6,-6,13,2,-5,-20,-3,11
CCCCn1c(N)c(N(CCOC)C(=O)COC(=O)c2ccccc2OCC)c(=O)[nH]c1=O,2,-0.6,6,12,6,-5,22,4,11,4
Cc1cc(=O)oc2ccc(OC(C)C(=O)O)cc12 (centres undefined),1,-0.2,-2,-36,12,0,-9,5,-9,-2
CC(=O)CCc1ccc(OCC(O)CNCCOc2ccc(C)cc2)cc1 (centres undefined),0,0.1,0,0,2,2,-12,0,-6,0
O=C(Cc1ccc(-c2ccccc2)cc1)Nc1ccccn1,12,1.7,6,2,15,-118,21,-28,13,10
CCOC(=O)Cc1csc(NC(=O)COc2ccc(C)c(C)c2)n1,-1,-0.6,-4,6,14,1,4,-12,7,2
NC(=S)N=Nc1c(O)[nH]c2cc(F)c(F)cc12,6,-0.9,0,9,5,-3,2,-2,5,-18
Cc1cccc(C)c1NC(=O)CN1C(=O)S/C(=C\c2cccn2C)C1=O,2,-0.1,0,2,4,15,·,-50,·,-16
Cc1ccc(NC(=O)C2CCN(S(=O)(=O)c3c(C)n[nH]c3C)CC2)c(C)c1,2,-0.4,3,-3,-10,25,8,-12,4,-8
COc1ccc(NC(=O)CC2C(=O)N(C)C(=S)N2Cc2ccco2)cc1 (centres undefined),-2,-0.3,-13,-13,19,-23,8,-10,4,-9
Cc1ccc(N(C(=O)CNC(=O)c2ccco2)C(C(=O)NCC2CCCO2)c2ccccc2)cc1 (centres undefined),2,-0.1,2,2,14,-36,-2,-12,-7,2
CCOc1ccc(-c2nc(CSCC(=O)NCCCN3CCCC3=O)c(C)o2)cc1,1,-0.3,0,4,16,9,-22,-16,-22,0
